Bioassay records: PubChem BioAssay, several laboratories
DTT redox prof – compounds producing H2O2 with reducing agent – biochemical, NIH compound library profiling, artefact control for MLSCN library redox annotation, primary screen. DTT-dependent redox cycling H2O2, phenol red/HRP absorbance; 100% = 100 µM peroxide control, 0% = buffer. activation, % at 10 µM. hit rate 0.03% among 200,000;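 active means activation of at least 50% relative to the plate's high and low controls in the primary single-dose screen; inactive means activation below 50%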;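 further: compound incubated with DTT at 0.8 mM final as the reducing agent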
Hsp70 act – transcriptional activators of Hsp70; activation, % at 10 µM; hit rate 0.04% among 200,000; HeLa Hsp70 promoter luciferase reporter, luminescence; scaled: vehicle 0, proteasome-inhibitor control 100%;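 active means activation above the mean across all tested compounds plus 3 SD, cutoff set per campaign, cut at about 5.5% in these data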;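 further: 100% = MG132 at 30 µM as the positive control and 0% = DMSO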
APP 5UTR inh – APP translation inhibition; SH-SY5Y APP 5'UTR-luciferase reporter, luminescence; inhibition, % at 2 µM; hit rate 0.82% among 190,000; AID 1285;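 active means inhibition above a set limit, derived from the sample mean plus 3 SD, cut at about 45% in these data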; further: values of inactives mirror those of a sister screen read the other way
FLuc inh counter – inhibits firefly luciferase, flagging false hits in luciferase inhibition screens; ATPLite firefly luciferase biochemical luminescence, 10 min; inhibition, % at 10 µM; hit rate 1.5% among 200,000;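 active means inhibition above about 50% when tested at 10 µM, limit read from the data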
Target sequence (P08659 whole entry, looked up): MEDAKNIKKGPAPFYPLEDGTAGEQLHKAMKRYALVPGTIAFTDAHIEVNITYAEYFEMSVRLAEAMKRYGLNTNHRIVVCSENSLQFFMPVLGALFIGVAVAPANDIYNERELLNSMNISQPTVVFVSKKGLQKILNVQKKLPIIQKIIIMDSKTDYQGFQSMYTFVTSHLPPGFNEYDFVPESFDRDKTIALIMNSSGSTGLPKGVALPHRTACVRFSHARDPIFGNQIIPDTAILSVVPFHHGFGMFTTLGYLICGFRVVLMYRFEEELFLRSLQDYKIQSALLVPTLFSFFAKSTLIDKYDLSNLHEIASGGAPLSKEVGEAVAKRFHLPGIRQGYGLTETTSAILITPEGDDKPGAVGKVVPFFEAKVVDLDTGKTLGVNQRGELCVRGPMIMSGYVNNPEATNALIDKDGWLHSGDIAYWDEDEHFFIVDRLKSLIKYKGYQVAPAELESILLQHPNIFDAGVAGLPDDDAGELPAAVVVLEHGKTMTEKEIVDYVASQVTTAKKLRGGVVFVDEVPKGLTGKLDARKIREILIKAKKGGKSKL
NF-kB neuron act – NF-kB expression increase, human neuronal cells | hit rate 1.6% among 190,000 | fold change at 12.5 µM | NF-kB reporter expression; active compounds read high; in the data active means fold change above about 3.3
G6PDH counter – L. mesenteroides G6PDH inhibition counter-screen; Purified L. mesenteroides G6PDH, diaphorase/resazurin coupled fluorescence, 45 min; inhibition, % at 5 µM; hit rate 0.12% among 200,000; AID 1020; in the data active means inhibition above about 50%
STAT1 activator – increases IFN-gamma driven STAT1 reporter signal. hit rate 2.6% among 200,000. NIH 3T3 STAT1-luciferase reporter, luminescence; 100% = IFN-gamma alone, no compound. AID 932. activation (% of control), % at 5.5 µM;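 active means activation above the screen-wide mean activation plus 3 SD, cut at about 130% in these data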;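 further: raw ratio to IFN-gamma control signal so 100% means no change and 0% no light; values of inactives mirror those of a sister screen read the other way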
Efa HMGR inh – inhibitors of class II HMG-CoA reductase from Enterococcus faecalis. hit rate 0.41% among 190,000. purified E. faecalis HMGR, NADPH absorbance 340 nm kinetic. AID 1066. inhibition, % at 10 µM;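 active means inhibition above a set limit, the median over all tested compounds plus 3 SD, cut at about 9.5% in these data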;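 further: enzyme runs in reverse so mevalonate oxidation gives rising NADPH absorbance; 0% = complete reaction with DMSO and 100% = background rate lacking mevalonate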
APP 5'UTR act – activates APP 5'UTR luciferase reporter; SH-SY5Y APP 5'UTR luciferase reporter, luminescence; zero percent = DMSO vehicle wells; activation, % at 2 µM; hit rate 1% among 190,000;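 active means activation above a set limit, based on mean plus 3 SD of controls, cut at about 140% in these data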; further: values of inactives mirror those of a sister screen read the other way
FLuc stim CS – firefly luciferase counter-screen for stimulation assays; P08659; ATPlite luciferase biochemical, luminescence, 10 min; 0 = ATP-free wells, 1 = DMSO control; activation factor at 10 µM; 200,000 tested, under 10 active; AID 1027;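 active means luciferase activation factor, scaled between plate controls, of at least 2 with compound at 10 µM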
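Material: Luciferase/luciferin reagent mix | Doses: Test compounds dosed from 2 mM stocks in 100% DMSO | Timing: 10 min incubation after luciferase reagent addition, room temperature | Measured by: Luminescence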
The depositor's hits bear a star; . = no result given.

SMILES	DTT redox prof	Hsp70 act	APP 5UTR inh	FLuc inh counter	NF-kB neuron act	G6PDH counter	STAT1 activator	Efa HMGR inh	APP 5'UTR act	FLuc stim CS
CC(=O)c1ccc(OCC(=O)NCc2ccc(F)cc2)cc1	-0.9	-0.1	1	-5	1.2	4	90	1	-1	1
CC(NC(=O)c1cccs1)C(c1cccs1)N1CCN(c2ccccc2)CC1 (centres undefined)	0.6	-0.1	5	-1	1.1	11	102	-4	-5	1
CC(C(=O)NCC1CCCCC1)N1CCc2ccccc2C1 (centres undefined)	-0.3	-0.1	-8	-8	0.95	10	97	4	7	1.1
Nc1cc(-c2ccc(Br)cc2)nn1Cc1ccccc1	-0.3	-0.1	-1	-1	2.1	10	123	-4	1	1
COc1ccc(NC(=O)c2ccc(NC(=O)COC(=O)CC(NC(=O)c3ccccc3Cl)c3ccccc3)cc2)cc1 (centres undefined)	-0.6	-0.3	-40	1	1.2	-1	109	2	40	1
Cc1cc(C)n(-c2n[nH]c(C)c2[N+](=O)[O-])n1	-0.3	0.0	-29	-8	.	10	108	-2	29	1.1
COc1ccc(-n2c(Cc3cccn3C)nnc2SCC(=O)N2CCCc3ccccc32)cc1	1.9	-0.5	-8	-11	0.76	-7	101	-11	8	1.1
COc1cccc(-c2nn(-c3ccccc3)cc2CN(C)Cc2c(C)nc3ccccn23)c1	-0.2	-0.3	12	-3	0.96	8	99	-3	-11	1
CC(=O)Nc1ccc(S(=O)(=O)NCC2CCC(C(=O)NCCC3=CCCCC3)CC2)cc1 (centres undefined)	0.0	-0.3	4	-6	0.96	8	112	2	-4	1.1
COCCN1CN(S(=O)(=O)c2ccc(Cl)cc2)c2nc3ccccc3nc21	-4.9	0.5	-7	-4	1.1	-4	101	0	7	1

Arranged by length of the SMILES (ascending): 3 of the compounds above
SMILES	DTT redox prof	Hsp70 act	APP 5UTR inh	FLuc inh counter	NF-kB neuron act	G6PDH counter	STAT1 activator	Efa HMGR inh	APP 5'UTR act	FLuc stim CS
Cc1cc(C)n(-c2n[nH]c(C)c2[N+](=O)[O-])n1	-0.3	0.0	-29	-8	.	10	108	-2	29	1.1
COCCN1CN(S(=O)(=O)c2ccc(Cl)cc2)c2nc3ccccc3nc21	-4.9	0.5	-7	-4	1.1	-4	101	0	7	1
COc1cccc(-c2nn(-c3ccccc3)cc2CN(C)Cc2c(C)nc3ccccn23)c1	-0.2	-0.3	12	-3	0.96	8	99	-3	-11	1

The list goes on:
SMILES	DTT redox prof	Hsp70 act	APP 5UTR inh	FLuc inh counter	NF-kB neuron act	G6PDH counter	STAT1 activator	Efa HMGR inh	APP 5'UTR act	FLuc stim CS
CCCC(=O)Nc1c(-c2ccc(OC)cc2)c(=O)c2ccccc2n1C	-0.4	0.2	21	-2	1.2	12	101	-7	-21	1
O=C(CNc1ccc(F)cc1)c1ccccc1	-1.0	-0.2	-30	8	1.6	18	115	-3	30	0.9
CC1=CC(C)(C)N2C(=O)C(=O)c3cc(OC(=O)c4ccco4)cc1c32	-0.7	0.1	66*	-9	2	28	92	-8	-66	1.1
COc1ccc(C(=O)NCC23C=CC(O2)C2C(=O)N(Cc4ccccc4)C(=O)C23)cc1 (centres undefined)	-0.3	-0.1	-2	-10	0.88	12	92	-4	2	1.1
Cc1c(CCOC(=O)c2cc([N+](=O)[O-])ccc2Cl)sc[n+]1CCCCS(=O)(=O)[O-]	-4.0	-0.3	-19	-6	1.2	3	96	-8	19	1.1
Cc1ccccc1C1CC(c2ccccc2OC(F)F)Nc2ncnn21 (centres undefined)	-0.6	-0.2	-20	-6	0.96	4	100	3	19	1.1
CCOc1cc(/C=N/NC(=O)CCCC(=O)NC2CCCCC2)ccc1O	0.0	-0.3	7	-6	1.1	-3	96	1	-7	1.1
COc1ccc(CNC(=O)C2CCN(S(=O)(=O)c3cccc4cccnc34)CC2)cc1	0.4	-0.3	-23	-10	0.81	12	101	3	23	1.1
CCOC(=O)c1nn(-c2cc(C(=O)OC)cc(C(=O)OC)c2)cc1O	1.4	-0.5	-12	-6	1.2	3	102	-5	12	1.1
Cc1cc(C(=O)COC(=O)CN=C2NS(=O)(=O)c3ccccc32)c(C)n1CCc1ccc(Cl)cc1	0.1	0.0	-11	-6	0.93	5	92	-2	11	1.1
NC(=O)CSc1nnc(C2CC2)n1Cc1ccccc1	1.4	-0.3	1	-9	1.4	3	98	-5	-1	1.1
O=C(Cn1cnc2ccccc2c1=O)Nc1ccc(-c2nnc3n2CCCCC3)cc1	-0.5	-0.1	4	1	0.87	1	96	5	-4	1
Cc1ccc(OCC(=O)N(C)Cc2ccccc2)c([N+](=O)[O-])n1	0.0	-0.4	-10	-2	0.99	8	99	0	10	1
COc1ccc([N+](=O)[O-])cc1NC(=O)CC1SC(=Nc2cccc(C)c2C)N(/N=C(\C)c2ccc(C)cc2)C1=O (centres undefined)	0.4	-0.3	22	-8	0.92	4	95	-2	-22	1.1
Cc1ccc(CNC(=O)CN(C2CCCCC2)S(C)(=O)=O)cc1	0.8	-0.2	4	-7	1.1	10	106	2	-4	1.1
CC(OC(=O)Cc1coc2cc3c(cc12)CCC3)C(=O)NC(N)=O (centres undefined)	-2.3	-0.3	6	1	0.99	-2	97	-5	-6	1
c1cncc(-c2nnc3sc(-c4ccco4)nn23)c1	0.1	-0.1	-3	0	0.91	1	104	-2	3	1
COc1ccc(OC)c(/C=N/NC(=O)CCN2CCN(C(c3ccccc3)c3ccccc3)CC2)c1	0.1	-0.2	-2	4	0.71	-3	99	-2	2	1
O=C1OCCC1Sc1nnc(-c2ccccc2Cl)n1Cc1ccccc1 (centres undefined)	-0.4	-0.2	-5	2	1.2	12	97	-6	5	1
CC(C)C(=O)NC(C)C(c1cccs1)N1CCOCC1 (centres undefined)	-1.2	-0.3	10	-5	1.8	-2	102	-5	-10	1.1
N#Cc1c[nH]n2c(=O)c3c(nc12)CCCC3	11	-0.1	-6	-2	0.99	10	107	-6	6	1
CC(=O)c1c(C)[nH]c(C(=O)N(C)C(c2ccccc2)c2ccccc2)c1C	0.1	0.2	16	-6	0.74	1	88	0	-17	1.1
O=C(Cn1cnc2ccccc2c1=O)NC1CCCc2ccccc21 (centres undefined)	1.9	-0.5	6	-7	0.8	-1	93	1	-6	1.1
COc1ccc(S(=O)(=O)N2CCN(C(=O)c3cccs3)CC2)cc1	4.2	0.0	-5	-4	1.1	5	98	-6	5	1
CC(C)(C)NC(=S)NNC(=O)c1cccc(Br)c1	-1.8	-0.1	-72	31	1.9	10	119	4	72	0.7
Cc1cc(NC(=O)CCC(=O)N(c2ccccc2)C(C(=O)NC2CCCCC2)c2cccs2)no1 (centres undefined)	-0.1	0.2	-1	-1	1.5	0	108	1	1	1
O=C(NCC(c1cccnc1)N1CCN(c2ccc(F)cc2)CC1)c1ccco1 (centres undefined)	-0.5	-0.2	-1	-4	0.99	9	99	-5	1	1
O=c1sc2ccccc2n1CCCOc1ccccc1	1.9	0.1	-71	14	2.8	2	131*	-2	71	0.9
NC(=O)C1CCN(C(=O)COc2ccc(S(=O)(=O)NCc3ccccc3)cc2Cl)CC1	-0.1	-0.1	23	-5	1	-4	90	4	-23	1
O=C(Cc1ccc(Cl)cc1)Nc1ccc(C(=O)N2CCOCC2)cc1	0.1	-0.3	-14	-7	1.7	1	105	-4	14	1.1
C/C(=N/NC(=O)c1ccccn1)c1ccco1	1.9	-0.2	-111	70*	2	14	108	-8	111	0.3
COC(=O)c1ccc(Cl)c(NC(=O)c2ccc(-c3ccccc3)cc2)c1	-4.8	-0.2	2	-5	1.3	1	101	1	-2	1
CC(C)CC(=O)NS(=O)(=O)c1ccc(NS(C)(=O)=O)cc1	-0.5	-0.2	13	-6	1.2	11	100	7	-13	1.1
CCc1nc(N[C@H](C(=O)O)C(C)CC)c2oc3ccccc3c2n1 (some centres undefined)	1.6	-0.3	-8	-1	1	-3	93	-2	8	1
CCN(CC)C(=S)SCC(=O)NC12CC3CC(CC(C3)C1)C2	0.1	-0.1	0	-9	0.99	12	107	-1	0	1.1
N#C/C(=C/c1ccc(Sc2nc3ccccc3[nH]2)o1)c1cccc(Br)c1	0.1	-0.2	25	-5	0.85	-4	93	-2	-25	1.1
CC(C)Sc1nc2[nH]ncc2c(=O)[nH]1	-2.2	-0.1	-8	-4	1.2	4	107	-3	8	1
CCCn1c(SCC(=O)c2cc(C)n(-c3ccc4c(c3)OCO4)c2C)n[nH]c1=O	0.4	-0.6	2	-1	0.86	-12	94	6	-2	1
CCN(CC)CCOc1ccc2nc(N(C)C)sc2c1	1.1	-0.5	-15	-3	1.3	11	103	-1	15	1
O=C(N/N=C/c1ccccc1OC(F)F)C1=COCCO1	-0.2	0.1	-33	8	1.4	6	104	3	33	0.9
CC(C)N1CC(C(=O)Nc2ccc(Br)c(Cl)c2)CC1=O (centres undefined)	2.1	-0.4	-5	-9	1	-3	107	2	5	1.1
COc1cc2[nH]c(=O)c(C(=O)NCCCN3CCCCC3)c(O)c2cc1OC	2.0	-0.3	-5	-9	1.3	11	102	-5	5	1.1
CCCCn1c(SCc2ncc(-c3ccccc3)o2)nc2cc(S(N)(=O)=O)ccc21	-0.3	-0.4	2	-6	0.6	15	94	-7	-2	1.1
Clc1ccc(-c2nnc3n2CCCS3)cc1	-2.9	-0.1	1	2	1	-1	103	-1	-1	1
COc1ccc(CN2CC(C(=O)NCCN3CCN(c4ccccc4F)CC3)CC2=O)cc1 (centres undefined)	-0.1	-0.2	1	4	0.84	-4	97	1	-1	1
Cc1nn(Cc2ccc(Cl)cc2)c2sc(C(=O)O)cc12	-0.3	-0.4	-29	-5	1.1	5	105	-2	29	1.1
O=C(NO)c1ccccc1C(F)(F)F	-1.1	0.2	-6	-1	1.1	17	107	-1	6	1
O=C(COC(=O)Cc1c[nH]c2ccccc12)Nc1cccc2ccccc12	-0.5	0.2	-4	-3	1.2	-16	85	-7	4	1
Fc1cccc(CSc2ccc(-c3ccc4c(c3)OCO4)nn2)c1	0.1	-0.3	-16	4	1.6	-3	112	-2	16	1
COc1ccc2cc(/C=N/NC(=O)c3ccc(CN(c4cccc(Cl)c4Cl)S(C)(=O)=O)cc3)c(Cl)nc2c1	0.1	0.1	-13	-4	1	2	91	-4	13	1

Additional results
SMILES	DTT redox prof	Hsp70 act	APP 5UTR inh	FLuc inh counter	NF-kB neuron act	G6PDH counter	STAT1 activator	Efa HMGR inh	APP 5'UTR act	FLuc stim CS
CCC(CC)C1C(C#N)=C(N)Oc2n[nH]c(C)c21 (centres undefined)	0.1	-0.3	19	-6	0.81	-6	99	3	-19	1.1
COc1ccc(C(=O)Nc2cc(C(F)(F)F)ccc2-n2cncn2)cc1	-0.1	0.3	-10	-2	1	-4	93	4	10	1
CCc1cccc(NC(=O)CCCCCC2NC(=O)NC2C)c1 (centres undefined)	-0.3	-0.2	19	2	1.2	8	97	2	-19	1
Cc1ccc(N2C(=O)CC(N3CCN/C3=C3\CC/C(=C\c4ccccc4)C3=O)C2=O)cc1 (centres undefined)	0.2	-0.4	0	-3	0.99	9	102	-7	0	1
c1ccc2[nH]c(NC3=NCCC3)nc2c1	0.1	-0.2	0	-1	1	2	105	-7	0	1
O=C(Oc1ccccc1N1C(=O)C2CCCCC2C1=O)c1ccccc1F (centres undefined)	0.2	-0.1	-5	-5	1.2	16	99	0	5	1
